Source: PubChem (Sanford-Burnham Center for Chemical Genomics)
EBI2 block: EBI2 (human) antagonism. P32249. EBI2 beta-arrestin recruitment, luminescence, 7a,25-OHC stimulated. inhibition, % at 5 µM. 0.81% of 360,000 active. AID 651636; in the data active = inhibition above about 38%;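 also: enzyme fragment complementation signal reports receptor beta-arrestin coupling in cells; 0% = agonist plus DMSO wells and 100% = wells without agonist; some results beyond the cut were filed as inactive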
697 NFkB inh: inhibitors of the PMA/ionomycin-induced NF-kB reporter in 697 B cells; 697 B-cell NF-kB luciferase reporter, 16 h; inhibition, % at 4 µM; 0.33% of 330,000 active; AID 435022; in the data active = inhibition above about 35%
UBC13 inh: inhibitors of human UBC13 polyubiquitin chain formation; TR-FRET; inhibition, % at 20 µM; 0.47% of 330,000 active; AID 485273; in the data active = inhibition above about 45%, passing the limit was not always enough
Target sequence (P61088 whole entry, looked up): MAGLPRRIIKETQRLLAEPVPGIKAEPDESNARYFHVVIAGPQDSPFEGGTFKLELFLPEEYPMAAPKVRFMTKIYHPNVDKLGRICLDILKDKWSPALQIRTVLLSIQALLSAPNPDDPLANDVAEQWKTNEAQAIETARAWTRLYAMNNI
CXCR6 inh: blocks human CXCR6 beta-arrestin recruitment; AID 602244; inhibition, % at 20 µM; O00574; CHO-K1 PathHunter CXCR6 beta-arrestin, luminescence; 0.36% of 360,000 active; in the data active = inhibition above about 34%, passing the limit was not always enough;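 also: antagonist mode with CXCL16 agonist at 10 nM final; 0% = 10 nM CXCL16 with DMSO and 100% = unstimulated wells without agonist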
CCR6 antag: blocks CCL20-driven beta-arrestin recruitment at human CCR6. inhibition, % at 20 µM. CHO-K1 CCR6 PathHunter beta-arrestin, luminescence, CCL20-stimulated. 0.49% of 340,000 active. P51684. AID 493098;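 active = compounds whose inhibition of the agonist-driven luminescence signal at 20 µM reaches about 50%, limit read from the data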;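 also: cells stimulated with CCL20 at 14 nM final; plate controls were DMSO with CCL20 for no effect and DMSO without agonist for full effect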
Target sequence (P51684 whole entry, looked up): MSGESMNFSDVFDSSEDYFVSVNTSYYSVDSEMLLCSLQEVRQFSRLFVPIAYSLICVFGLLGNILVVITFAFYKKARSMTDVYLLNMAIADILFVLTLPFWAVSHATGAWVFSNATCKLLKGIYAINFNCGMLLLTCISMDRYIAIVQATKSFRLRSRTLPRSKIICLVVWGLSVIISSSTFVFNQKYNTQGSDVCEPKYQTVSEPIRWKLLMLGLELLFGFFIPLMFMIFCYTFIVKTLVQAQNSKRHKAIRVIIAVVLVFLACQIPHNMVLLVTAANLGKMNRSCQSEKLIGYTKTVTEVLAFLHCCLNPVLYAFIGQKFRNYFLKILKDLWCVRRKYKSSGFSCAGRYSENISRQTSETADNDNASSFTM
Jurkat NFkB inh: lowers PMA/ionomycin-induced NF-kB signal in Jurkat cells; AID 435003; inhibition, % at 4 µM; 0.53% of 330,000 active; PMA/ionomycin-induced NF-kB luciferase reporter, luminescence; in the data active = inhibition above about 50%
APJ antagonist: blocks the human apelin receptor APJ. CHO-K1 APJ beta-arrestin complementation, luminescence. inhibition, % at 20 µM. P35414. AID 2521. 0.32% of 330,000 active;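 active = inhibition above about 40% at 20 µM, limit read from the data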;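 also: cells challenged with 10 nM apelin-13 agonist together with compound; plate controls were apelin-13 plus DMSO wells for no effect and DMSO wells lacking apelin-13 for full effect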
Target sequence (P35414 whole entry, looked up): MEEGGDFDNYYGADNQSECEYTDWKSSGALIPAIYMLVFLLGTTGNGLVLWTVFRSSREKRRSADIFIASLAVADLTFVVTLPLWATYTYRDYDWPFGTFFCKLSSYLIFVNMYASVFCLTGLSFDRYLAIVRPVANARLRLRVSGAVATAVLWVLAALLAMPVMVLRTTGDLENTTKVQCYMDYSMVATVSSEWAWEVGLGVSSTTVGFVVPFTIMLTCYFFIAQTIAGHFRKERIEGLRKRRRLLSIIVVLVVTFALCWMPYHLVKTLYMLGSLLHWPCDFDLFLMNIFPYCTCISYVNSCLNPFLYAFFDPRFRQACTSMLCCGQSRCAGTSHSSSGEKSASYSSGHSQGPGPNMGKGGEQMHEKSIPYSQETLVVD
Gli-Sufu block: blocks Gli-Sufu signaling in a luciferase reporter; Sufu-KO-LIGHT fibroblasts, Gli luciferase reporter luminescence; inhibition, % at 5 µM; 0.74% of 340,000 active; AID 588413;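 active = inhibition above about 55%, limit read from the data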;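 also: 0% = DMSO-treated cells and 100% = wells with medium but no cells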
* = called active by the depositor; . = no result given; & = joins results of further samples.

SMILES | EBI2 block | 697 NFkB inh | UBC13 inh | CXCR6 inh | CCR6 antag | Jurkat NFkB inh | APJ antagonist | Gli-Sufu block
COc1ccc(CNC(=O)C2CCCN(S(=O)(=O)c3ccc4c(c3)CCCN4C(C)=O)C2)cc1 (stereo unspecified) | -4 | -45 | 3 | -8 | -8 | -3 | 19 | 44
C/C(=N\NC(=O)c1ccc2c(c1)OCO2)c1ccc(NC(=O)CCCC(=O)O)cc1 | -1 | -6 | -2 | -1 | -1 | -7 | -5 | -26
COc1ccc(C2Nc3ccccc3C(=O)N2c2ccc(C)cc2)cc1COc1ccccn1 (stereo unspecified) | -5 | -116 | 9 | 14 | 6 | -86 | -3 | -62
O=C(Nc1ccc2nc(-c3cccnc3)[nH]c2c1)C12CC3CC(CC(C3)C1)C2 | 8 | -19 | 4 | -1 | 5 | -60 | -13 | -12
NS(=O)(=O)c1ccc(S(=O)(=O)N(CCc2ccccc2)Cc2ccccn2)cc1 | 4 | -8 | 7 | 4 | 16 | 11 | -21 | 2
CC1CCC2(CC1)NC(=O)N(CC(=O)c1cn(CCC#N)c3ccccc13)C2=O (stereo unspecified) | -1 | 34 | -7 | 2 | 0 | 14 | -3 | -9
COc1ccc(OC)c(NC(=O)CSc2nncc3ccccc23)c1 | -7 | 1 | 17 | -13 | 19 | 9 | 11 | 10
Cc1ccc(Cl)cc1NC(=S)NCc1cccn1C | 2 | 15 | -5 | -8 | 8 | 15 | 11 | 1
CC(C1CC1)N(Cc1ccccc1)C(=S)Nc1cccc(C(F)(F)F)c1 (stereo unspecified) | 1 | -9 | 11 | -8 | 1 | 3 | 3 | 1
C=CCn1c(SCC(=O)Nc2cc(C)ccc2OC)nnc1-c1ccco1 | 0 | -12 | -2 | 7 | -4 | -1 | 5 | -4
O=C(Nc1c2c(nn1-c1ccccc1)CS(=O)(=O)C2)c1ccccc1C(F)(F)F | 0 | 0 | 0 | -5 | 11 | 11 | 3 | 1
CC1CCN(S(=O)(=O)c2cccc(C(=O)NC3CCCC3)c2)CC1 | 3 | 15 | 2 | 8 | 2 | 9 | 7 | 10
CCOC(=O)N1CCN(c2ccc(S(=O)(=O)N3CCOCC3)cn2)CC1 | -1 | -14 | 4 | -1 | 2 | -8 | -6 | -6
Cc1ccc(NC(=O)CSc2nc3nc(C)c(Br)cc3[nH]2)cc1F | -1 | 16 | 8 | -9 | -3 | 14 | 8 | -3
COC(=O)c1sccc1NC(=S)N1CCCCC1C (stereo unspecified) | 11 | -13 | -8 | -6 | 9 | 5 | 2 | -20
O=C(NCc1ccco1)c1ccc2ccccc2c1 | -2 | -34 | 2 | -2 | 15 | -36 | 13 | -44
COc1ccc(NC(=O)c2cccnc2N2CCOCC2)cc1 | -3 | 22 | -8 | 4 | 2 | 4 | 1 | 0
Cc1ccc2sc(N(CCCN(C)C)C(=O)c3ccc(S(=O)(=O)N(C)C)cc3)nc2c1C | -8 | -6 | 13 | 3 | 9 | 0 | -6 | 15
O=C(O)CSCC(=O)N1CCN(c2ccnc3cc(Cl)ccc23)CC1 | 3 | 5 | -2 | 7 | 13 | -5 | -4 | 0
COc1ccc(N(C(=O)CNC(=O)c2ccco2)C(C(=O)NC2CCCC2)c2ccncc2)cc1 (stereo unspecified) | -1 | -7 | 0 | -4 | -3 | -7 | 8 | -1

Part of the list above, showing only 697 NFkB inh, EBI2 block and APJ antagonist.
Compound | 697 NFkB inh | EBI2 block | APJ antagonist
COc1ccc(NC(=O)c2cccnc2N2CCOCC2)cc1 | 22 | -3 | 1
O=C(O)CSCC(=O)N1CCN(c2ccnc3cc(Cl)ccc23)CC1 | 5 | 3 | -4
COC(=O)c1sccc1NC(=S)N1CCCCC1C (stereo unspecified) | -13 | 11 | 2

New compounds follow
SMILES | EBI2 block | 697 NFkB inh | UBC13 inh | CXCR6 inh | CCR6 antag | Jurkat NFkB inh | APJ antagonist | Gli-Sufu block
Cc1cccc(NC(=O)C2CCCN2C(=O)OCC(C)C)c1C (stereo unspecified) | 9 | -6 | 0 | -8 | -13 | 8 | 5 | 11
CCOC(=O)CNC(=O)N1CCCC(C(=O)c2cccc(Cl)c2)C1 (stereo unspecified) | -8 | -1 | -3 | 3 | -1 | 19 | 5 | -4
C=CCOC(=O)C1=C[C@H](c2cn(C(C)=O)c3ccccc23)[C@@H](CCCO)[C@H](OCC)O1 | 1 | -21 | 18 | 5 | 30 | -3 | 16 | -25
Cc1ccc(S(=O)(=O)NNC(=O)C2COc3ccccc3O2)cc1 (stereo unspecified) | -4 | 4 | 11 | -4 | 3 | 2 | 9 | -6
CSCc1nc2sc(C(=O)Nc3nc(C)cs3)c(C)c2c(=O)[nH]1 | -6 | -43 | 4 | 7 | 13 | -47 | -32 | -35
CCN(C[C@H]1N[C@@](C)(C(=O)OC)[C@H]2C(=O)N(Cc3ccccc3)C(=O)[C@@H]12)C(=O)Nc1ccc(OC)cc1 | -7 | -12 | 14 | 5 | 6 | -4 | 1 | -13
CCOCCCN1CC(C(=O)NCCc2ccc(C)cc2)CC1=O (stereo unspecified) | -4 | -4 | -6 | 6 | 2 | 4 | -2 | -22
CCN(CC)CCNC(=O)COc1ccc(OC)cc1 | -7&-11 | 3&11 | 8&3 | -3&-6 | 1&-5 | -1&10 | -3&10 | -6&3
CC(Oc1ccc(Cl)cc1)C(=O)NCCN1C(=O)S/C(=C\c2cccnc2)C1=O (stereo unspecified) | 10 | -14 | 2 | -6 | -3 | 10 | -17 | -1
N#C/C(=C\c1cc(O)c(O)c(O)c1)C(N)=O | -5 | -8 | -73 | 18 | 29 | -3 | 23 | 5
CCOc1ccc(NC(=O)c2c3c(nc4ccccc24)CCC3)cc1 | -22 | -4 | 2 | 2 | -2 | 3 | -16 | 12
O=C(NC(=S)NCCc1ccccc1)C1CCCCC1 | 3 | -17 | -3 | 10 | 9 | -19 | 11 | -9
COC(=O)c1ccc(NC(=O)c2cnc3scc(C)n3c2=O)cc1 | . | 20 | 0 | . | . | -4 | 9 | .
CC(C)Nc1nnc(SCC(=O)c2c(N)n(Cc3ccccc3)c(=O)n(C)c2=O)s1 | 2 | -6 | -3 | 17 | 3 | 10 | 0 | -3
Cc1ccc(NC(=O)CSC2=C(C#N)C(c3ccco3)CC(=O)N2)cc1 (stereo unspecified) | -4 | -9 | 5 | 12 | 17 | -63 | -14 | 4
O=C(Cc1ccccc1)N/N=C/c1ccc(Cl)cc1Cl | 20 | 17 | 4 | 10 | 5 | -7 | -30 | -10
Nc1cc(=O)[nH]c(SCC(=O)Nc2ccc(N3CCOCC3)cc2)n1 | -14 | -11 | 4 | -2 | 5 | 5 | 3 | 8
CCOC(=O)c1c(NC(=O)CSc2ncnc3ccccc23)sc(C)c1C | 17 | 7 | -4 | 10 | -8 | 10 | 24 | 1
Cc1ccc(OCc2nnc(SCC(=O)c3ccccc3)n2Cc2ccco2)cc1 | 7 | -28 | -5 | 9 | -2 | -11 | -20 | -4
Cc1cccc(CCNS(=O)(=O)c2cc3c(cc2C)NC(=O)CO3)c1 | 0 | 6 | 5 | -10 | 14 | 5 | 10 | 25
CCC(C)c1ccc(NC(=S)NCc2cccs2)cc1 (stereo unspecified) | 16 | 5 | -2 | -12 | 3 | -1 | -11 | -20
CS(=O)(=O)N(CC(=O)NCCSCc1c(F)cccc1Cl)c1cccc([N+](=O)[O-])c1 | 0 | -3 | 7 | -5 | 14 | 8 | -36 | 1
COc1ccc(CNC(=O)C(c2ccncc2)N(C(=O)Cc2cccs2)c2cccnc2)cc1 (stereo unspecified) | 4 | -25 | 7 | -4 | 7 | -5 | 7 | 16
CCC1=C(c2ccc(OC)cc2)CCC(C(=O)O)C1C (stereo unspecified) | -2 | . | . | -1 | 0 | . | . | -19
Cc1cc(C)c(C(=O)CSc2n[nH]c(=O)n2C2CC2)cc1C | -5 | -43 | -16 | -10 | -10 | -8 | -28 | 2
CCOC(=O)C1CCN(S(=O)(=O)c2ccc3oc(=O)ccc3c2)CC1 | -6 | -5 | -10 | -5 | 10 | 2 | 19 | -7
CS(=O)(=O)N1CCN(c2nc3ccccc3s2)CC1 | -3 | -47 | 5 | -12 | 1 | -63 | 21 | -62
Cc1ccc2nc(Cl)c(/C=N/Nc3ccc(C(=O)O)cc3)cc2c1 | 15 | -490 | 4 | -3 | 8 | -144 | -9 | -148
CCN(CC)C(=O)C1CCCN(Cc2nc(-c3cnccn3)no2)C1 (stereo unspecified) | -5 | -17 | 13 | -3 | 7 | -7 | 2 | -32
Cc1cc2nc(-c3ccc(SCc4ccc(C(=O)O)cc4)nc3)[nH]c2cc1C | -2 | . | . | -15 | -30 | . | . | -4
CS(=O)(=O)N1CCc2cc(S(=O)(=O)Nc3ccc4oc5c(c4c3)CCCC5)ccc21 | -3 | -11 | 3 | 2 | -3 | 16 | -7 | 13
CCOC(=O)Cn1nc(C)cc1NC(=O)c1ccncc1 | -1 | 1 | 2 | 0 | 2 | -14 | -19 | 4
Cn1ncc(Cl)c1C(=O)Nc1nc2ccc(Cl)cc2s1 | -6 | -182 | 15 | 3 | 11 | -93 | 12 | -52
Nc1nc2c(c(=O)[nH]1)C(c1cccc3ccccc13)C1=C(N2)c2ccccc2C1=O (stereo unspecified) | -6 | . | . | 3 | 8 | . | . | -5
CCOC(=O)CC(NC(=O)Cn1nnc(-c2ccccc2Cl)n1)c1ccc(OC)cc1 (stereo unspecified) | -3 | -27 | -8 | -10 | 9 | -14 | 14 | -7
COc1ccc(/C=C(\C#N)C(=O)OCC(=O)NCc2ccco2)cc1 | -5 | -8 | -5 | -4 | 10 | -1 | 1 | -10
COc1cccc(NC(=O)CN(C)C(=O)c2cc(-c3ccco3)nc3ccccc23)c1 | -6 | 8 | 16 | 0 | 12 | 2 | -1 | -2
C[C@H](CO)N1C[C@H](C)[C@@H](CN(C)S(=O)(=O)c2cccs2)Oc2c(NC(=O)NC3CCCCC3)cccc2C1=O | 2 | 14 | 10 | -1 | 14 | -10 | -6 | 7
COc1ccccc1NC(=O)CCN1CCN(Cc2ccccc2)CC1 | -10 | -4 | 2 | 4 | 1 | -5 | -17 | -6
CCN1CNC(=S)N(c2ccccc2C)C1 | -3 | -4 | -3 | -8 | -1 | -4 | 13 | -4
O=C(CSc1nnc(-c2cccc(S(=O)(=O)N3CCOCC3)c2)n1C1CCCCCC1)NCc1ccccc1 | 12 | 10 | 0 | -2 | 8 | 22 | 2 | 8
CCC1(C)Cc2c(sc3nc(SC)n(Cc4ccccc4)c(=O)c23)CO1 (stereo unspecified) | 12 | -40 | -5 | -9 | 21 | -41 | 1 | -20
COc1ccccc1S(=O)(=O)Cc1ccc(C(=O)NCc2ccco2)o1 | -6 | 0 | -4 | -4 | 1 | -10 | 10 | -20
CCOC(=O)c1cc2occc2n1CC(=O)N1CCCc2ccccc21 | -2 | 12 | 2 | -1 | 1 | -3 | 13 | -22
CC(=O)Nc1ccc(S(=O)(=O)NCC(=O)OCc2cc(=O)oc3ccc4ccccc4c23)cc1 | -3 | -7 | -2 | -2 | -8 | -2 | -5 | 1
COCCOCCn1c(CCCO)nc2ccccc21 | -8 | 12 | 0 | -18 | 1 | -8 | 6 | 1
N#Cc1ccccc1Sc1ccccc1C(=O)Nc1ccc2ccccc2c1 | 1 | 17 | 8 | 0 | 27 | 5 | 14 | 8
CC(=O)c1cccc(NC(=O)Cn2nc(-c3ccc(Cl)cc3)ccc2=O)c1 | 8 | -7 | -17 | 8 | 0 | -4 | -7 | 1
COc1ccc(-c2cc3cccc(OC)c3oc2=O)cc1 | 2 | -216 | 9 | 0 | 13 | -87 | -6 | -103
COc1ccc([C@@H]2[C@@H]3C(=O)N(C(C)(C)C)C(=O)[C@@H]3[C@]3(Cc4ccc(Cl)cc4)C(=O)N(c4cccc(Br)c4)C(=O)N23)cc1 | 3 | -7 | -25 | 1 | -7 | 13 | 0 | 5

Copied from the list.
`COCCOCCn1c(CCCO)nc2ccccc21` | CXCR6 inh: -18
`N#Cc1ccccc1Sc1ccccc1C(=O)Nc1ccc2ccccc2c1` | CXCR6 inh: 0

Rows are unselected. Share with any hit: about 3%.
